DRD3 antagonist: D3 dopamine receptor (human) antagonism. P35462. max response, negative = inhibition, %. actives 2.5% (n = 360,000). D3R cells, DiscoveRx beta-arrestin luminescence, antagonist mode; hits give low values. AID 652054; in the data active = max response below about -50%; inconclusive = no clear call, values can overlap the other calls; note: % is set by controls: 0 for no effect and ±100 for the full control effect; mostly tested at two doses, the higher about 12 µM
Target sequence (P35462 whole entry, looked up): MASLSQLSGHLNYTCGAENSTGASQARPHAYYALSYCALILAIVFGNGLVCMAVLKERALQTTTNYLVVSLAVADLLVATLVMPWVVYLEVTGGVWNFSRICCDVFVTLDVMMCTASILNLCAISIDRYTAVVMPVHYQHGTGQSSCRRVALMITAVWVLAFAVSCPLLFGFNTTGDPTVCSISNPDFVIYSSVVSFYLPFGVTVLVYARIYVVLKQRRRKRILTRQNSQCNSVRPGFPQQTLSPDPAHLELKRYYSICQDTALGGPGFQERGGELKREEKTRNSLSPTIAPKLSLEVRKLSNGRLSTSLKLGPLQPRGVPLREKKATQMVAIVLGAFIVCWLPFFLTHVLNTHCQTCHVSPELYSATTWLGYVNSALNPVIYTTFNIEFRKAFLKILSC
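Cells plated overnight at 1500 cells/well, then exposed to library compounds with dopamine controls for 90 minutes at 37 degrees C. DiscoveRx reagent added for 30–60 minutes at room temperature; luminescence read, quantitative HTS format.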
GLP-1R inv ag: inverse agonists of human GLP-1 receptor | AID 624417 | actives 1.6% (n = 410,000) | HEK293 GLP-1R CRE-luciferase, luminescence, 24 h; GLP-1R form is constitutively active | Potency, µM (top dose mostly 38.3 µM), for inactives: at the highest dose activity change, negative = inhibition, usual class: inhibitors; note: potency is the fitted concentration of half-maximal effect; % is set by controls: 0 for no effect and ±100 for the full control effect; nearly all actives have a fitted effect of over 55% in size
Target sequence (P43220 whole entry, looked up): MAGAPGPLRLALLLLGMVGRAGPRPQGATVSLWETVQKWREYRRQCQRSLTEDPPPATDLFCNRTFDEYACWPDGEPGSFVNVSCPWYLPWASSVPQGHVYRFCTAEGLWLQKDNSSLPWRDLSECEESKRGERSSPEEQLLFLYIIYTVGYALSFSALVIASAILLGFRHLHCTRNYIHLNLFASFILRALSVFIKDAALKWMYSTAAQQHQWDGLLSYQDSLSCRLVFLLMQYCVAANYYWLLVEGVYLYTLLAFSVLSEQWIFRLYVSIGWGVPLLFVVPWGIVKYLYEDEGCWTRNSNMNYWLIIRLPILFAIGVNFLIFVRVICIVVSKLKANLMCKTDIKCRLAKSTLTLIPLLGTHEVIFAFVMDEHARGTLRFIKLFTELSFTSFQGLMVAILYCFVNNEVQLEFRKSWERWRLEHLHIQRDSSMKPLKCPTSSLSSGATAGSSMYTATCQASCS
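Using stably transfected HEK293 (constitutively active GLP-1R, cAMP-luciferase reporter), compounds were incubated 24 hr and luciferase measured by luminescence.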
Abeta rescue: restores growth of yeast expressing A-beta42 peptide; yeast expressing A-beta42, growth rescue, OD600, 48 h; response scale: 0% DMSO, 100% iron-clioquinol control; Potency, µM (doses to about 46.1 µM), inactives show at the top dose growth rescue, usual class: activators; actives 0.063% (n = 410,000); note: potency is the fitted concentration of half-maximal effect; nearly all actives have a fitted effect of over 55% in size
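Growth rescue measured by 600 nm absorbance after 48 h yeast culture at 30 C with compound. Values normalized between DMSO and an equimolar ferric chloride plus clioquinol control.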
pAkt inh: inhibitors of Akt phosphorylation | Neuro2A IGF-stimulated pAkt S473 HTRF, 20 min; hits give low values | activity change, % for hits at 50 µM | actives 0.32% (n = 360,000) | AID 651550; in the data active = activity change below about -80%; inconclusive = mostly about -51% to -80%; note: % is set by controls: 0 for no effect and ±100 for the full control effect
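Neuro2A cells in DMEM with 0.5% FBS, overnight at 37 deg C, given compound at single 50 µM final, then IGF (6 nM final) for 20 min at 37 deg C. Lysed; phospho-Akt Ser473 by HTRF after 24 h, 665/615 ratio.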
TDP-43 yeast inh: rescues yeast growth from TDP-43 toxicity. Potency, µM (top dose mostly 46.1 µM), for inactives: top-dose growth rescue (activation), usual class: activators. TDP-43 expressing yeast growth rescue, BacTiter-Glo, 24 h. actives 1.8% (n = 410,000); note: potency is the fitted concentration of half-maximal effect; % of control where 0% means no effect; nearly all actives have a fitted effect of over 50% in size
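Cell-based yeast growth screen: TDP-43 expression induced in galactose, inoculum OD600=0.02 after raffinose pregrowth to mid-log. Read-out BacTiter-Glo luminescence at 24 hr, 30 deg C; inhibition of toxicity seen as signal increase.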
GLP-1R agonist: agonists of human GLP-1 receptor | Potency, µM (highest dose often 45.6 µM), for inactives: at the top dose activation, hits mostly activators | P43220 | actives 0.007% (n = 380,000) | HEK293 GLP-1R CRE-luciferase, luminescence, 4-6 h; cells express a hypersensitive GLP-1R form; note: potency is the fitted concentration of half-maximal effect; % of control where 0% means no effect
PTHR1 ag: agonists of human PTHR1 parathyroid hormone receptor; Q03431; HEK293 GP2 PTHR1 cells, GloSensor cAMP luminescence, 1 h; Potency, µM (series often up to 115 µM), for inactives: at the highest dose activation, most hits filed as activators; actives 0.075% (n = 410,000); note: potency is the fitted concentration of half-maximal effect; nearly all actives have a fitted effect of over 55% in size; some results filed as inactive show a strong effect at the top dose; inactives centre near -15; many of its hits are not listed in these tables
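HEK-293-derived GP2 cells expressing PTHR1 and a GloSensor cAMP reporter, 3,000/well, plated overnight, given luciferin plus IBMX (each 0.5 mM as added) for 1 h at 37 °C, then compound for 1 h at 37 °C. Luminescence was read after 15 min at room temperature.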
aSyn yeast inh: rescues yeast growth from alpha-synuclein toxicity; Potency, µM (doses to about 46.1 µM), inactives show at the top dose growth rescue (activation), actives largely listed as activators; Yeast expressing alpha-synuclein, growth rescue, BacTiter-Glo, 24 h; actives 0.14% (n = 370,000); note: potency is the fitted concentration of half-maximal effect; % of control where 0% means no effect; nearly all actives have a fitted effect of over 65% in size
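Rescue of yeast growth: cells expressing toxic alpha-synuclein, induced in galactose at OD600 0.02, incubated with compound 24 h at 30 C. ATP luminescence quantified growth; inhibitors of toxicity appear as activators.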
FUS yeast rescue: rescues growth of FUS-expressing yeast; S. cerevisiae FUS-expressing, growth rescue, OD600, 24 h; Potency, µM (highest dose often 76.6 µM), for inactives: at the top dose growth rescue (activation), most hits filed as activators; actives 0.24% (n = 390,000);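 note: potency is the fitted concentration of half-maximal effect; plate controls were DMSO vehicle for no effect and reference control for full effect; nearly all actives have a fitted effect of over 55% in size; some results filed as inactive show a strong effect at the top dose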
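Steps: raffinose overnight preculture; dilution to OD 0.005 in 2% galactose minimal medium; compound addition (concentration series); 24hr at 30C, 99% humidity; absorbance read at 600 nm.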
* hit, by the source's call; i = inactive; u = inconclusive; x = not tested or not shown; [ ] = remark or other dose. Unless noted, calls come from the whole dose curve; as a rule, active = well fitted curve in the direction sought with a large enough effect; inconclusive = small, poorly fitted or top-dose-only effect, or another doubt; inactive = no such curve, though single readings can be large; an effect the other way counts as inactive or inconclusive. Not all compounds are listed; rates above refer to the full screens.

SMILES	DRD3 antagonist	GLP-1R inv ag	Abeta rescue	pAkt inh	TDP-43 yeast inh	GLP-1R agonist	PTHR1 ag	aSyn yeast inh	FUS yeast rescue
COc1ccc(C)cc1NCc1ccc(OC)c(C)c1OC	4	u	-9%	i	13%	1%	-5%	-10%	10%
Cc1ccccc1C(=O)OCC(=O)N(C)c1c(N)n(Cc2ccccc2)c(=O)[nH]c1=O	5	0%	-5%	i	-6%	11%	i	0%	3%
CCCCCC(=O)Nc1cccc(S(=O)(=O)NC2=NCCC2)c1	9	14%	10%	i	16%	-3%	i	1%	x
O=C(CN1C(=O)NC(Cc2c[nH]c3ccccc23)C1=O)NCC(F)(F)F (configuration not stated)	2	2%	u	i	1%	6%	i	-6%	-5%
Cc1cc(N/N=C/c2ccc(O)cc2O)nc(-n2nc(C)cc2C)n1	-122*	u	6%	i	5%	6%	-23%	-3%	7%
CCc1ccc(C(=O)c2cn(CC(=O)Nc3ccc4c(c3)OCO4)c3cc(OC)c(OC)cc3c2=O)cc1	x	10%	-4%	x	15%	2%	0%	x	16%
CCOc1cc(C(=O)NC)cc(Br)c1OCc1ccccc1	-7	u	18%	i	8%	0%	-1%	-3%	10%
COc1ccc2c(c1)c1ncn(CCN3CCNCC3)c(=O)c1n2C	9	-1%	11%	x	-20%	15%	-5%[57.5 µM]	2%	18%
COc1ccc(Cn2nnnc2CN2CCc3ccccc3C2)cc1	u	u	24%	i	u	5%	-16%	11%	3%
CCc1nnc(NS(=O)(=O)c2ccc(N=CC3=C(O)CC(C)(C)CC3=O)cc2)s1	1	15%	2%	i	-12%[0.397 µM]	-4%	u	11%	9%
COCc1nc2oc3ccc(F)cc3c(=O)c2cc1C(=O)OC	-16	39%[activator]	-8%	i	22%	4%	i	-7%	2%
Cc1ccc(CN2C(=O)c3ccccc3Sc3ccc(C(=O)N4CCOCC4)cc32)cc1	x	u	10%	x	18%	x	i	x	u
Cc1noc(NS(=O)(=O)c2ccc(N/C=C\C(=O)c3ccncc3)cc2)c1C	-25	-3%	-6%	i	9%	-6%	i	2%	15%
Cc1cc(C(=O)OCC(=O)N2C(C)CCCC2C)c2ccccc2n1 (configuration not stated)	2	u	10%	i	-17%	2%	-20%	1%	36%
O=C1c2cccc3cccc(c23)N1Cc1ccc(F)cc1	-17	u	30%	i	16%	17%	-8%	-15%	10%
CSc1cccc(NS(=O)(=O)c2ccc3c(c2)CCN3C(C)=O)c1	21	u	-7%	i	-7%	11%	-27%	0%	-6%
COc1ccc(OC)c(NC(=O)CCN2CC(C)CC(C)C2)c1 (configuration not stated)	29	17%	-19%	i	0%	3%	i	-3%	-7%
COc1ccc(S(=O)(=O)NCc2ccccn2)cc1NC(=O)c1ccccc1C	-12	-25%	-1%	i	-25%	4%	17%	-8%	0%
COc1ccc(NC(=O)c2ccc(NC(=O)CCS(=O)(=O)c3cccs3)cc2)cc1OC	x	-14%	-8%	x	-2%	x	-21%	x	9%
CCCCNC(=O)CCC(=O)Nc1ccc2nc(N3CCOCC3)cc(C)c2c1	-15	0%	9%	i	3%	1%	-16%	1%	2%
O=C(CSc1c2c(nc3ccc(Cl)cc13)CCCC2)N1CCN(C(=O)c2ccco2)CC1	-4	u	-22%	i	6%	-3%	-2%	3%	26%
CCOC(=O)N1CCN(C(=O)Nc2ccc3nc(-c4ccccn4)c(-c4ccccn4)nc3c2)CC1	23	4%	11%	i	2%	-20%	16%[57.5 µM]	-1%	19%
S=c1[nH]nc(Cc2ccccc2)n1-c1cccc2ccccc12	-2	-13%	14%	i	22%	3%	i	0%	6%
CC(C)[C@H](NC(=O)[C@@H]1Cc2c([nH]c3ccccc23)C2c3ccccc3C(=O)N21)C(=O)NCC1CCCO1 (some centres not stated)	-4	-5%	-3%	i	1%	-5%	-19%	1%	u
CCC(=O)c1cc2c(cc1NC(=O)c1ccccc1F)OCCO2	x	18%	-16%	x	10%	-2%	-1%	0%	-21%

One compound at a time, as listed above. Values in the order: DRD3 antagonist | GLP-1R inv ag | Abeta rescue | pAkt inh | TDP-43 yeast inh | GLP-1R agonist | PTHR1 ag | aSyn yeast inh | FUS yeast rescue
COc1ccc(OC)c(NC(=O)CCN2CC(C)CC(C)C2)c1 (configuration not stated) is listed as 29 | 17% | -19% | i | 0% | 3% | i | -3% | -7%
CCCCNC(=O)CCC(=O)Nc1ccc2nc(N3CCOCC3)cc(C)c2c1 is listed as -15 | 0% | 9% | i | 3% | 1% | -16% | 1% | 2%
CCC(=O)c1cc2c(cc1NC(=O)c1ccccc1F)OCCO2 is listed as x | 18% | -16% | x | 10% | -2% | -1% | 0% | -21%
COc1ccc(C)cc1NCc1ccc(OC)c(C)c1OC is listed as 4 | u | -9% | i | 13% | 1% | -5% | -10% | 10%

(continued)
SMILES	DRD3 antagonist	GLP-1R inv ag	Abeta rescue	pAkt inh	TDP-43 yeast inh	GLP-1R agonist	PTHR1 ag	aSyn yeast inh	FUS yeast rescue
O=C1CCCN1CCC(=O)N1CCCC(Nc2ccc(F)cc2)C1 (configuration not stated)	11	5%	1%	i	-12%	4%	i	4%	x
Cc1ccc(Cl)cc1N1CCN(C(=O)Cc2ccc(-n3c(=O)[nH]c4ccsc4c3=O)cc2)CC1	14	u	-19%	i	-6%	-1%	-7%	1%	x
COCC(C)NC(=O)c1ccccc1OC(C)=O (configuration not stated)	25	2%	8%	i	28%	-7%	-18%	-7%	23%
COc1cc(CN(C(=O)c2ccc(Cl)cc2)C2CCS(=O)(=O)C2)cc(OC)c1OC (configuration not stated)	x	18%	-9%	x	16%	x	-3%	x	15%
Cc1ccc(-c2nnc(-c3ccc(NC(=O)c4cccs4)cc3)o2)cc1	-21	12%	3%	i	-14%	-4%	i	5%	-17%
CCn1c(SCC(=O)c2ccccc2)nnc1-c1cc2cc(Br)ccc2o1	69	u	6%	i	24%	-7%	-15%	7%	-12%
CCOC(=O)c1cccc(NC(=O)c2ccc3nc(C(C)C)oc3c2)c1	x	-23%	3%	x	17%	x	-11%	x	37%
c1ccc(Nc2ncnc3sc4c(c23)CCC4)cc1	-13	0%	-2%	i	2%	6%	i	3%	-9%
COc1cccc(NC(=O)c2ccncc2)c1	4	16%	19%	i	0%	0%	-4%[57.5 µM]	-9%	2%
COCCn1c(=NC(=O)CCS(=O)(=O)c2ccccc2)sc2ccccc21	20	21%	-11%	i	8%	5%	-46%	1%	x
COC(=O)c1ccc([C@H]2Nc3ccc(S(=O)(=O)Nc4ccc(C)cc4)cc3[C@H]3C=CC[C@H]32)cc1	x	7%	8%	x	0%[9.22 µM]	x	-7%	x	u
COc1ccc(C(C)C)cc1S(=O)(=O)N1CCN(c2ccccc2)CC1	-2	8.9µM*	9%	i	16%	-2%	-73%[inhibitor]	-2%	-5%
Cc1oc(-c2ccccc2)nc1C(=O)O	-3	13%	-9%	i	-15%	4%	10%	5%	-8%
COC(=O)N(C)C[C@@H]1OCc2cnnn2CCCC(=O)N([C@H](C)CO)C[C@H]1C	0	10%	3%	i	-3%	-5%	-10%	-1%	-19%
O=C(Nc1ccccc1F)c1csc([C@@H]2C[C@H](O)[C@@H](CO)O2)n1	28	22%	-7%	i	u	-3%	-30%	1%	-31%
CSc1ccccc1C(=O)NCC(c1ccco1)N1CCCCC1 (configuration not stated)	7	-12%	-8%	i	16%	6%	i	-6%	-8%
Cc1c2cnn(-c3ccccc3)c(=O)c2c(C)n1CC(=O)N1CCN(c2cccc(Cl)c2)CC1	x	1%	1%	x	18%	x	-9%	x	-4%
O=C(O)Cn1cc2c(n1)CCCC2	-8	0%	12%[9.22 µM]	i	8%	-6%	-24%	-2%	-48%[inhibitor]
CCS(=O)(=O)c1nc(S(=O)(=O)c2ccc(C)cc2)c(NCC(C)C)s1	x	17%	-30%[inhibitor]	x	14%	x	-16%	-6%	4%
COc1ccc(C2/C(=C(\O)c3ccc4c(c3)OCCO4)C(=O)C(=O)N2Cc2ccco2)c(OC)c1 (configuration not stated)	u	4%	-25%	i	-14%	-6%	i	0%	u
Clc1ccc(-n2ncc3c(NCCCn4ccnc4)ncnc32)cc1	-7	u	-11%	i	-16%	-1%	i	-4%	12%
O=C(Nc1ccc(C(=O)N2CCCC2)cc1)c1cc(F)c(F)cc1Cl	-5	-7%	4%	i	23%	-3%	-1%	0%	-8%
CC(C)CC(=O)N1CCN(CC2CC=CCC2)CC1 (configuration not stated)	u	-16%	-1%	i	-1%	0%	i	0%	-2%
COc1ccc(C(=O)CSc2nccc(=O)[nH]2)cc1	0	15%	8%	i	15%	0%	u	-16%	20%
O=C(NCCc1ccc2c(c1)OCCO2)c1cc(S(=O)(=O)N2CCCC2)ccc1Br	0	-17%	-12%	i	0%	1%	-25%	1%	x
SMILES	DRD3 antagonist	GLP-1R inv ag	Abeta rescue	pAkt inh	TDP-43 yeast inh	GLP-1R agonist	PTHR1 ag	aSyn yeast inh	FUS yeast rescue
CCc1nnc(NC(=O)c2cccc(S(=O)(=O)N3CCN(C(C)=O)CC3)c2)s1	2	18%	3%	i	12%	0%	-3%	2%	-7%
Cn1c2c(c(=O)n(C)c1=O)C(c1ccccc1OC(F)F)C1=C(CCCC1=O)N2 (configuration not stated)	-15	5%	-3%	i	-5%	8%	i	-5%	12%
O=C(NCc1ccccc1)N1CCC(n2cnc3cc(F)ccc32)CC1	8	5%	8%	-112%*	17%	-5%	-9%	12%	30%
O=C(NCC1(N2CCCCC2)CCCCC1)c1cccc(S(=O)(=O)Nc2ccccc2Cl)c1	12	u	3%	i	2%	-1%	-11%	-6%	x
COc1ccc2oc(=O)c(C(=O)N3CCN(c4ccccc4C)CC3)cc2c1	-21	0%	-6%	x	-13%	-3%	-29%[57.5 µM]	-2%	26%
NC(=O)Cn1c(=O)n(CCCCCC(=O)NCc2ccccc2Cl)c(=O)c2sccc21	x	3%	-17%	x	17%	x	i	x	-20%
Cc1ccc(Nc2cc(C)c(C#N)c3nc4ccccc4n23)cc1Cl	x	9%	-15%	x	14%	x	-4%	x	20%
